IMPase Li inh – IMPase inhibition in cells with lithium potentiation; 210,000 compounds, 0.35% hits; Potency, µM (series often up to 59.4 µM), without a hit: top-dose activity, negative = IMPase inhibition, actives largely listed as inhibitors; CHO-M1 cells, IP1 TR-FRET (IP-One), carbachol + lithium;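 note: IP1 builds up when IMPase is blocked and the TR-FRET signal falls; plate controls were basal vehicle for no effect and high inhibitor control for full effect; nearly all actives have a fitted effect of over 50% in size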
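Concentration–response in CHO-M1 cells, lithium-potentiated; 30 min at 37C. IP1 detected by competitive TR-FRET after 10 min lysis at RT. Hill-fitted AC50.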
GAA spleen mod – inhibitors or activators of human alpha-glucosidase in spleen homogenate; P10253; human spleen homogenate, 4-MU-alpha-glucoside fluorescence; Potency, µM (titrated, usually from 79.9 µM), for the others: at the top dose activity change, negative = inhibition, most hits filed as inhibitors; 240,000 compounds, 0.006% hits;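 note: 0% = enzyme with vehicle and -100% = no enzyme basal signal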
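Compounds were titrated against alpha-glucosidase in spleen homogenate at pH 5.0, with 1 mM 4-methylumbelliferyl substrate for 40 min at 37 C. Reactions were quenched with pH 10 NaOH/glycine and fluorescence measured.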
HTT aggregate – inhibitors of mutant huntingtin aggregate formation in PC12 cells | PC12 HttQ103-GFP aggregates, Acumen cytometry, 40 h | Potency, µM (titrated, usually from 46.1 µM), without a hit: at the top dose activity change, negative = inhibition, usual class: inhibitors | 220,000 compounds, 1.1% hits | AID 1688; note: % is set by controls: 0 for no effect and ±100 for the full control effect; nearly all actives have a fitted effect of over 60% in size
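PC12/HTTQ103-GFP, ecdysone-inducible; teb 100 nM; cpd qHTS titration; GFP aggregates read on laser cytometer, Ex 488/Em 500-530 nm.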
GAA glycogen mod – GAA glycogen-cleavage inhibition or activation; recombinant GAA, glycogen substrate, Amplex Red glucose oxidase fluorescence; 300,000 compounds, 0.38% hits; Potency, µM (titrated, usually from 76.4 µM), for inactives: top-dose activity change, negative = inhibition, usual class: inhibitors; P10253;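 note: 0% = full enzyme reaction and -100% = no-enzyme basal signal; the screen sought inhibitors and activators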
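Natural-substrate format: glycogen cleavage by 4 nM human enzyme, glucose read by Amplex Red coupling (Ex 573, Em 610 nm). Normalized to enzyme and no-enzyme controls.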
HTT cytoprotect – Huntington cell model cytoprotection by ATP luminescence; PC12 HTT-Q103 induced, cytoprotection, ATP luminescence, 40 h; Potency, µM (doses to about 56.4 µM), for inactives: cytoprotection (ATP increase), usual class: activators; 230,000 compounds, 0.14% hits; AID 1471;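 note: % of control where 0% means no effect; nearly all actives have a fitted effect of over 45% in size; toxic huntingtin expression switched on by the ecdysone agonist tebufenozide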
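ATP quantification (ATPlite) reports survival of PC12 cells in which tebufenozide, 100 nM final, switches on Htt exon 1 with 103 glutamines linked to GFP; compounds are titrated.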
GAA inh – alpha-glucosidase (human) inhibition; purified human GAA, 4-MU-alpha-glucoside fluorescence; Potency, µM (series often up to 76.9 µM), inactives show at the highest dose activity change, negative = inhibition, actives largely listed as inhibitors; 200,000 compounds, 0.005% hits; AID 1466;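 note: plate controls were uninhibited enzyme wells for no effect and no-enzyme background for full effect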
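Enzyme (4 nM final) mixed with compound (up to 77 uM), then 4-MU-alpha-D-pyranoside (400 uM final) added; 20 min at room temperature, pH 5.0. Reaction stopped at pH 10, fluorescence read, AC50 derived by Hill fit.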
GoLoco inh red – RGS12 GoLoco-Gai1 interaction inhibition. Potency, µM (highest dose often 61.6 µM), for the others: top-dose activity, negative = inhibition, most hits filed as inhibitors. Gai1:RGS12 GoLoco peptide FP, rhodamine, 10 min. P63096. 230,000 compounds, 0.44% hits; active = well fitted inhibition curve with a large enough effect, not every such curve was filed as active; inactive = no such curve, though single readings can be large or run the other way; note: % is set by controls: 0 for no effect and ±100 for the full control effect; nearly all actives have a fitted effect of over 30% in size; many of its hits are not listed in these tables
Target sequence (P63096 whole entry, looked up): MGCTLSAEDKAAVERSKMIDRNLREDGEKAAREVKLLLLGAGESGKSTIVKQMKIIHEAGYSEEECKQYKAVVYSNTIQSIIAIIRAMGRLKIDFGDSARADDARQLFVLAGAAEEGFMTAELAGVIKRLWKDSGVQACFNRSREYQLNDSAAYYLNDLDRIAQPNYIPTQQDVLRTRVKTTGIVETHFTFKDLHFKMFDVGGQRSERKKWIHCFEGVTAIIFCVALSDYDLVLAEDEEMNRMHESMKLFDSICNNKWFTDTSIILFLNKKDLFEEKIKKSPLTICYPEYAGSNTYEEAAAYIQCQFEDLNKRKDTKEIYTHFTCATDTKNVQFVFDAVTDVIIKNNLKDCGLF
Starred values were filed as active, the others as inactive; & = joins results of further samples; [ ] = dose if it differs, or a comment. Unless noted, calls come from the whole dose curve; as a rule, active = well fitted curve in the direction sought with a large enough effect; inconclusive = small, poorly fitted or top-dose-only effect, or another doubt; inactive = no such curve, though single readings can be large; an effect the other way counts as inactive or inconclusive. Potency is the fitted concentration of half-maximal effect. This is a subset (hit frequency here may not be typical).

The opening four entries (preview)
`CCCCn1c(=NC(=O)c2cccnc2)c(C#N)cc2c(=O)n3cccc(C)c3nc21` gave IMPase Li inh 30%[38.3 µM], GAA spleen mod 0%, HTT aggregate 17%[9.22 µM], GAA glycogen mod -10%, HTT cytoprotect 7%, GAA inh inconclusive and GoLoco inh red 15%.
Screening CC12CCC(C(=O)NNc3ccc([N+](=O)[O-])cc3)(OC1=O)C2(C)C (configuration not stated) returned GAA spleen mod -4%, HTT aggregate 8%[9.22 µM], GAA glycogen mod inconclusive, HTT cytoprotect 1%[10 µM] and GoLoco inh red 7%.
For O=C(Nc1ccccc1)C1=C[C@@H](c2ccc(C(F)(F)F)cc2)C[C@@H](OCc2ccc(CO)cc2)O1 the results were IMPase Li inh 1%, GAA spleen mod 8%, HTT aggregate 0%[9.22 µM], GAA glycogen mod -16%, HTT cytoprotect -1%[10 µM] and GoLoco inh red 10%.
COc1ccc(C(=O)Nc2ccc(S(=O)(=O)NC(C)(C)C)cc2)cc1[N+](=O)[O-] was read as IMPase Li inh 12%, GAA spleen mod -1%, HTT aggregate -30%, GAA glycogen mod -6%, HTT cytoprotect 23%, GAA inh 1% and GoLoco inh red -2%.

The listing (from the top)
`CCCCn1c(=NC(=O)c2cccnc2)c(C#N)cc2c(=O)n3cccc(C)c3nc21` gave IMPase Li inh 30%[38.3 µM], GAA spleen mod 0%, HTT aggregate 17%[9.22 µM], GAA glycogen mod -10%, HTT cytoprotect 7%, GAA inh inconclusive and GoLoco inh red 15%.
Screening CC12CCC(C(=O)NNc3ccc([N+](=O)[O-])cc3)(OC1=O)C2(C)C (configuration not stated) returned GAA spleen mod -4%, HTT aggregate 8%[9.22 µM], GAA glycogen mod inconclusive, HTT cytoprotect 1%[10 µM] and GoLoco inh red 7%.
For O=C(Nc1ccccc1)C1=C[C@@H](c2ccc(C(F)(F)F)cc2)C[C@@H](OCc2ccc(CO)cc2)O1 the results were IMPase Li inh 1%, GAA spleen mod 8%, HTT aggregate 0%[9.22 µM], GAA glycogen mod -16%, HTT cytoprotect -1%[10 µM] and GoLoco inh red 10%.
COc1ccc(C(=O)Nc2ccc(S(=O)(=O)NC(C)(C)C)cc2)cc1[N+](=O)[O-] was read as IMPase Li inh 12%, GAA spleen mod -1%, HTT aggregate -30%, GAA glycogen mod -6%, HTT cytoprotect 23%, GAA inh 1% and GoLoco inh red -2%.
`O=C(Nc1ccccc1)C1=C[C@H](c2csc3ccccc23)C[C@H](OCc2ccc(CO)cc2)O1` gave IMPase Li inh 15%, GAA spleen mod 1%, HTT aggregate 2%[9.22 µM], GAA glycogen mod 4%, HTT cytoprotect -15%[10 µM] and GoLoco inh red 8%.
Screening CCN(CC)c1ccc(/C=C2/C(=O)c3ccc(C(=O)O)cc3C2=O)cc1 returned IMPase Li inh 5%, GAA spleen mod 0%, HTT aggregate 1%, GAA glycogen mod -7%, HTT cytoprotect 11%[10 µM], GAA inh -4% and GoLoco inh red 26%.
Screening CCCCn1nc(NC(=O)c2cccs2)c2cc3ccccc3nc21 returned GAA spleen mod 6%, HTT aggregate 4%, GAA glycogen mod -3%, HTT cytoprotect 6% and GAA inh -7%.
`COc1cccc(C(=O)NN2C(=S)N(c3ccccc3)C(=O)C2CC(N)=O)c1` (configuration not stated) gave GAA spleen mod 10%, HTT aggregate 1%[9.22 µM], GAA glycogen mod -24%, HTT cytoprotect 36%[10 µM] and GoLoco inh red -2%.
For CCc1ccc(OCC(=O)NC(NC(=S)Nc2ccccc2)C(Cl)(Cl)Cl)cc1 (configuration not stated) the results were IMPase Li inh 15%, GAA spleen mod inconclusive, HTT aggregate -12%, GAA glycogen mod 0%, HTT cytoprotect 27%[10 µM], GAA inh 8% and GoLoco inh red -13%.
`O=C(CSc1nnc2n1CCCN2)c1ccc(Cl)cc1` gave IMPase Li inh -1%, GAA spleen mod 1%, HTT aggregate -1%, GAA glycogen mod -7%, GAA inh -4% and GoLoco inh red 6%.
Screening O=C(CSCC(=O)NC1CC1)Nc1ccc2ccccc2c1 returned IMPase Li inh 3%, GAA spleen mod -8%, HTT aggregate -8%, GAA glycogen mod 3%, HTT cytoprotect 2%[10 µM], GAA inh -1% and GoLoco inh red 3%.
Screening CN(C(=O)C12CC3CC(CC(C3)C1)C2)C1CCS(=O)(=O)C1 (configuration not stated) returned IMPase Li inh -13%[38.3 µM], GAA spleen mod 4%, HTT aggregate -16%, GAA glycogen mod 3%, HTT cytoprotect -32%, GAA inh 3% and GoLoco inh red -2%.
Screening O=C(N/N=C/c1cc2c(cc1Br)OCO2)c1cccnc1 returned IMPase Li inh -9%, GAA spleen mod 2%, HTT aggregate 14%, GAA glycogen mod -9%, HTT cytoprotect -5%, GAA inh -4% and GoLoco inh red 11%.
Screening Cc1noc(C)c1CSc1ccc(Br)cc1 returned IMPase Li inh 7%[38.3 µM], GAA spleen mod 3%, HTT aggregate 13%, GAA glycogen mod 11%, HTT cytoprotect -15%, GAA inh -4% and GoLoco inh red -4%.
For CS(=O)(=O)CCCCN=C=S the results were IMPase Li inh -7%, GAA spleen mod 2% and GoLoco inh red -1%.
O=C(NNC(=S)NCc1ccco1)C(c1ccccc1)c1ccccc1 was read as IMPase Li inh 8%, GAA spleen mod -3%, HTT aggregate -2%, GAA glycogen mod -23%, HTT cytoprotect 1%, GAA inh 1% and GoLoco inh red -4%.
Screening COc1cccc(C2/C(=C(\O)c3ccc4c(c3)OCO4)C(=O)C(=O)N2CCN(C)C)c1OC (configuration not stated) returned IMPase Li inh -25%[38.3 µM], GAA spleen mod -2%, HTT aggregate 5%, GAA glycogen mod -6%, HTT cytoprotect -1%, GAA inh -14% and GoLoco inh red -11%.
`COc1ccc(N(C(=O)c2ccco2)S(=O)(=O)c2cccc([N+](=O)[O-])c2)cc1` gave IMPase Li inh 3%[38.3 µM], GAA spleen mod -2%, HTT aggregate -11%, GAA glycogen mod 8%, HTT cytoprotect 16%[10 µM], GAA inh -3% and GoLoco inh red 1%.
Screening CSc1ccccc1NC(=O)Nc1cccc(F)c1 returned GAA spleen mod -5%, HTT aggregate -22%, GAA glycogen mod -6%, HTT cytoprotect -53%[inhibitor], GAA inh 1% and GoLoco inh red 0%.
For CCCCC/C=C\C[C@@H](O)/C=C/C=C/C=C\[C@@H](O)CCCC(=O)O the results were IMPase Li inh -12%&-14%&10%, GAA spleen mod 2%, HTT cytoprotect inconclusive and GoLoco inh red 10%.
`O=C(c1ccc2c(c1)C(=O)N(Cc1ccco1)C2=O)N1CCOCC1` gave IMPase Li inh 2%[38.3 µM], GAA spleen mod -6%, HTT aggregate 6%, GAA glycogen mod 2%, HTT cytoprotect 17%, GAA inh -9% and GoLoco inh red 6%.
Screening COc1ccc(-c2cc(N)n(S(=O)(=O)c3c(F)c(F)c(F)c(F)c3F)n2)cc1OC returned IMPase Li inh 12%[38.3 µM], GAA spleen mod inconclusive, HTT aggregate inconclusive, GAA glycogen mod -5%, HTT cytoprotect -85%[inhibitor], GAA inh 3% and GoLoco inh red -2%.
Screening COc1cc(OC)c(S(=O)(=O)N2CCCCC2)cc1S(=O)(=O)N1CCCCC1 returned IMPase Li inh 20%[38.3 µM], GAA spleen mod -2%, HTT aggregate -24%, GAA glycogen mod 3%, HTT cytoprotect 6%[0.074 µM], GAA inh inconclusive and GoLoco inh red -3%.
Screening CCN(CC)S(=O)(=O)c1cccc(N=NC2=C(O)CCCC2=O)c1 returned IMPase Li inh 1%, GAA spleen mod -7%, HTT aggregate -6%, GAA glycogen mod -5%, HTT cytoprotect 19%[10 µM], GAA inh -1% and GoLoco inh red 3%.
COc1ccc(OCC(O)Cn2c(=N)n(CCN3CCCCC3)c3ccccc32)cc1 (configuration not stated) was read as GAA spleen mod -1%, HTT aggregate -9%, GAA glycogen mod -17%, HTT cytoprotect -23% and GAA inh -2%.
`O=S(=O)(NCc1ccccn1)c1ccc(Cl)s1` gave IMPase Li inh 6%, GAA spleen mod 7%, HTT aggregate -2%[9.22 µM], GAA glycogen mod 8%, HTT cytoprotect 20%[10 µM], GAA inh -8% and GoLoco inh red -2%.
Screening CC(C)C1OC2(C)OC(=N)C1(C#N)C(C#N)(C#N)C2c1ccccc1 (configuration not stated) returned IMPase Li inh -2%, GAA spleen mod 3%, HTT aggregate -2%, GAA glycogen mod -8%, HTT cytoprotect 12%[10 µM], GAA inh inconclusive and GoLoco inh red -22%.
Screening COc1ccc(-c2c3c(cc(C)[n+]2[O-])oc2ccc(OC)cc23)cc1 returned IMPase Li inh 1%, GAA spleen mod 4%, HTT aggregate inconclusive, GAA glycogen mod 3%, HTT cytoprotect 8%[10 µM], GAA inh 3% and GoLoco inh red 6%.
For C/C(CC(=O)NC12CC3CC(CC(C3)C1)C2)=N\NC(=O)c1ccc(C)cc1 the results were IMPase Li inh 9%, GAA spleen mod -1%, HTT aggregate 1%[9.22 µM], GAA glycogen mod -1%, HTT cytoprotect 29%[10 µM], GAA inh inconclusive and GoLoco inh red 3%.
`CCC1(C)Cc2c(sc(NC(=O)CCC(=O)O)c2C#N)CO1` (configuration not stated) gave IMPase Li inh -12%[38.3 µM], GAA spleen mod -4%, HTT aggregate -5%, GAA glycogen mod 10%, HTT cytoprotect -1%, GAA inh 1% and GoLoco inh red 5%.
COc1ccc(/C=C(\NC(=O)c2ccccc2)C(=O)N/N=C/c2sccc2C)cc1 was read as IMPase Li inh 7%, GAA spleen mod 0%, HTT aggregate 6%, GAA glycogen mod -8%, HTT cytoprotect 3%[10 µM], GAA inh -15% and GoLoco inh red 10%.
CC(NC(=O)COc1cccc(Br)c1)C(=O)O (configuration not stated) was read as GAA spleen mod -10%, HTT aggregate -5%, GAA glycogen mod 3%, HTT cytoprotect -27% and GAA inh -2%.
`CC(=O)n1cc([C@@H]2C=C(C(=O)N3CCOCC3)O[C@H](OCc3ccc(CO)cc3)C2)c2ccccc21` gave IMPase Li inh 6%, GAA spleen mod 1%, HTT aggregate 9%[9.22 µM], GAA glycogen mod 11%, HTT cytoprotect 12%[10 µM] and GoLoco inh red 5%.
For COc1ccccc1CNC(=O)COC(=O)CCC(=O)c1cccs1 the results were IMPase Li inh 5%, GAA spleen mod -5%, HTT aggregate 7%[9.22 µM], GAA glycogen mod 9%, HTT cytoprotect 8%[10 µM], GAA inh -6% and GoLoco inh red -3%.
Screening Cn1c(N)c(C(=O)COC(=O)c2ccnc3ccccc23)c(=O)n(C)c1=O returned IMPase Li inh inconclusive, GAA spleen mod 4%&-1%, HTT aggregate -3%, GAA glycogen mod 4%, HTT cytoprotect 3%, GAA inh 4% and GoLoco inh red 1%&21%.
For CC1CCCN(C(=O)COC(=O)c2ccc[nH]c2=O)C1 (configuration not stated) the results were IMPase Li inh 16%[38.3 µM], GAA spleen mod -6%, HTT aggregate -1%, GAA glycogen mod 17%, HTT cytoprotect 1%[10 µM], GAA inh inconclusive and GoLoco inh red -8%.

Screening results from PubChem BioAssay.
